# Compound activity deposited in PubChem by several laboratories.
# DAX1 inh-1: inhibits human nuclear receptor DAX1 | HEK293 Gal4-DAX1 luciferase reporter, luminescence | inhibition, % at 6.75 µM | hit rate 0.99% among 340,000 | AID 504766;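 active means inhibition above the mean over all tested compounds plus 3 SD, cut at about 4.2% in these data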;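 further: 0% = DAX1-transfected cells with DMSO and 100% = empty-vector control cells with DMSO; inhibition shows as a rise in luminescence from relieved DAX1 repression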
# Target sequence (P51843 207-470 limits assumed): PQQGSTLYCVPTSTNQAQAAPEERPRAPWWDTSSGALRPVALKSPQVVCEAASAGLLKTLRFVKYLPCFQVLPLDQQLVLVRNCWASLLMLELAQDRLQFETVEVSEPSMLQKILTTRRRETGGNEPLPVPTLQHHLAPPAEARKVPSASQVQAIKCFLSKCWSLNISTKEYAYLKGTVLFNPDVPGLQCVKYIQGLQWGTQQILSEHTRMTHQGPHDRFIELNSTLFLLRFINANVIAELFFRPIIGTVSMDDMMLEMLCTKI
# ADAM10 inh: ADAM10 inhibition, QFRET primary screen; hit rate 0.62% among 370,000; recombinant ADAM10, EDANS/DABCYL FRET peptide cleavage, 3 h; inhibition, % at 7 µM; O14672;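 active means inhibition above a per-campaign cutoff equal to the mean of compounds falling between control-based bounds plus 3 SD, cut at about 20% in these data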;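 further: 0% = DMSO wells while the 100% control is not disclosed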
# SMARCA2 activ: SMARCA2 function activation, primary screen; MG213 cells, MMTV-luciferase reporter, dexamethasone, overnight; activation, % at 9.1 µM; hit rate 1% among 370,000; AID 652017; in the data active means activation above about 7.8%;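 further: 0% = vehicle wells and 100% = reference activator wells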
# ssDAF12 agonist: S. stercoralis DAF-12 activation, primary screen | HEK293 ssDAF-12/GRIP1 lit1-tk-luc reporter, luminescence; % of 3 µM dafachronic acid response | hit rate 1% among 370,000 | activation, % at 6.8 µM | AID 652126;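 active means activation above the mean over all tested compounds plus 3 SD, cut at about 0.9% in these data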;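 further: 0% = DMSO-only wells and 100% = 3 µM delta7-dafachronic acid wells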
# hcDAF12 agonist: activates DAF-12 receptor from parasite H. contortus | hit rate 1.4% among 370,000 | activation, % at 6.8 µM | AID 652067 | HEK293 hcDAF-12 lit1-tk-luc reporter, luminescence; 0% DMSO, 100% Δ7-dafachronic acid;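 active means activation above the mean of all tested compounds plus 3 SD, cut at about 5.5% in these data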;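 further: 100% = response to 3 µM Δ7-dafachronic acid high control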
# GC-B act: GC-B (human) receptor activation; P20594; hit rate 0.11% among 370,000; activation, % at 10 µM; HEK293-GC-B cells, CNP EC30, cGMP TR-FRET; 0% at EC30 CNP, 100% saturating CNP; AID 1920062;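 active means activation at 10 µM reaching about 35% in either raw or pattern-adjusted values, limit read from the data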
# DAX1 inh-2: DAX1 (NR0B1) inhibition, primary screen. HEK293T StAR-luciferase reporter, SF-1/DAX-1 repression relief. AID 652010. hit rate 1.1% among 370,000. inhibition, % at 6.8 µM;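 active means inhibition above the mean over all tested compounds plus 3 SD, cut at about 3.6% in these data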;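 further: 0% = DAX-1 cells with DMSO and 100% = cells lacking DAX-1 with DMSO; higher inhibition means more luminescence from relief of DAX-1 repression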
# hgDAF12 agonist: activates the H. glycines DAF-12 receptor ligand-binding domain. activation, % at 6.8 µM. hit rate 1.8% among 370,000. HEK293 GAL4-hgDAF12 UAS-luciferase reporter, agonist luminescence; normalized to butyrate control;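 active means activation above a cutoff set at the mean of all screened compounds plus 3 SD, cut at about 10% in these data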;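 further: 0% = DMSO wells and 100% = sodium butyrate wells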
# GAA850 FXN act: increases GAA850 frataxin promoter reporter activity; hit rate 0.56% among 360,000; activation, % at 6 µM; HEK293 lucGAA850 FXN promoter luciferase reporter, 24 h; percent of 10 µM SAHA response;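 active means activation above the average of all compounds screened plus 3 SD, cutoff fixed separately per campaign, cut at about 7.5% in these data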;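 further: 0% = DMSO wells and 100% = 10 µM SAHA wells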
# sPLA2-III inh: Inhibits HGIII-sPLA2 liposome hydrolysis, primary screen. AID 743126. Q9NZ20. inhibition, % at 12.2 µM. hit rate 0.56% among 370,000. QFRET BODIPY PC-A2 liposome hydrolysis, fluorescence;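 active means inhibition above mean plus 3 SD of compounds lying within the high and low control bounds, cut at about 19% in these data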;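 further: 0% = median of test compound wells and 100% = no enzyme DMSO wells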
# Target sequence (Q9NZ20 whole entry, looked up): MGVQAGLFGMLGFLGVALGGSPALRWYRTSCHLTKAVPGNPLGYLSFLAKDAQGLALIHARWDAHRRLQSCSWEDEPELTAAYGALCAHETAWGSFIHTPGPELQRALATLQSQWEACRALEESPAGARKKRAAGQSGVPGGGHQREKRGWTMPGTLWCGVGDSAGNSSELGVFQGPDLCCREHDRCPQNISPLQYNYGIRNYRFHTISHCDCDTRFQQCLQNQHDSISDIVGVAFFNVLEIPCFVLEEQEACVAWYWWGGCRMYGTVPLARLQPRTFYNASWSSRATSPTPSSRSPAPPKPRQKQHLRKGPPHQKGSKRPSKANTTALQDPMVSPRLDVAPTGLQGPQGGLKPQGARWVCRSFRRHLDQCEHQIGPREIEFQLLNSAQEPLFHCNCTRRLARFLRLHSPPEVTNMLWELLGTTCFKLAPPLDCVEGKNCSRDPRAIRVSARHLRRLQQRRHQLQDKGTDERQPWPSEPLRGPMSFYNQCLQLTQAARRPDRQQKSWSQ
# GC-A act: GC-A (human) enzyme activation; P16066; HEK293 GC-A cells, cGMP TR-FRET, EC30 ANP; 0% at EC30 ANP, 100% saturating ANP; activation, % at 10 µM; hit rate 0.14% among 370,000; in the data active means activation above about 40%
# The depositor's hits bear a star; . = not tested or not shown; & = joins results of further samples.
SMILES,DAX1 inh-1,ADAM10 inh,SMARCA2 activ,ssDAF12 agonist,hcDAF12 agonist,GC-B act,DAX1 inh-2,hgDAF12 agonist,GAA850 FXN act,sPLA2-III inh,GC-A act
CCOC(=O)C1=CCN(S(=O)(=O)c2ccccc2Cl)C1c1cccc(C)c1 (stereo not given),.,-4,-1,-1.1,-1.7,-1,-0.3,-1.4,.,-2,-4
Cc1cc2c(s1)CCCCC(=O)N2,-0.4,9,2,-0.9,-0.3,0,0.8,-1.6,3.6,0,4
Cc1cccc(NC(=O)CN2C(=O)N/C(=C/c3cc(C)n(-c4cccnc4)c3C)C2=O)c1,6.6*,-10,1,-1.1,-1.2,-1,-0.2,-3.3,0.1,-13,-2
CN(Cc1ccc(OC(F)F)cc1)C(=O)c1ccc2c(=O)n3c(nc2c1)CCC3,-0.7,-39,-2,-0.8,-0.7,-4,-0.5,-3.4,-0.5,4,5
COc1ccc(NC(=O)c2cc(-c3cc(C)c(C)cc3O)n[nH]2)c(OC)c1,0.4,-9,0,-1.8,-1.8,1,0.0,-1.9,-0.2,-8,3
COc1ccc(COC(=O)C2CCN(S(=O)(=O)c3ccc(F)cc3)CC2)cc1,-0.2,-10,-2,-0.6,-0.8,2,-2.2,-1.8,0.2,2,-2
COc1ccc(NC(=O)c2cc(C3CCCCN3C(=O)c3cc(OC)c(C)c(OC)c3)on2)c(C)c1 (stereo not given),.,-3,-3,-1.7,-3.1,6,0.4,-1.8,2.6,4,4
NC(=O)C(c1ccccc1)c1ccc(C(=O)c2ccccc2)cc1 (stereo not given),2.8,-3,-4,-1.6,-1.5,4,-0.2,-2.1,-1.2,2,6
O=C(NCc1cccs1)C1CCN(c2ccc(S(=O)(=O)N3CCOCC3)cc2Cl)CC1,-1.1,-6,-5,-0.3,-1.0,3,-1.1,-5.0,0.4,-9,-5
COc1ccc(OC)c(C2C=C(c3ccc(C)c(C)c3)Nc3nnnn32)c1 (stereo not given),0.9,-10,1,-1.3,-1.5,-3,-0.1,-2.0,-3.1,-10,-6
Cn1c(=O)c2c(nc(CN3CCc4ccccc4C3)n2Cc2ccc(Cl)cc2)n(C)c1=O,-0.3,0,-1,-1.0,-1.2,3,-0.6,-1.7,0.6,3,1
CN(c1ccccc1)S(=O)(=O)c1ccc(Cl)c(C(=O)NC2=NCCS2)c1,-1.7,-7,-1,-1.1,-0.9,6,0.3,3.0,0.6,-1,2
CCCCc1c(-c2ccc(F)cc2F)ncn1CCc1ccccc1OC,.,15,-6,-1.4,-2.5,-3,-0.6,0.3,.,0,-8
NC(=O)CC(NC(=O)Cc1cccc2ccccc12)c1ccc(NCc2ccccc2)c([N+](=O)[O-])c1 (stereo not given),1.4,3,2,-1.4,-1.4,-5,0.0,0.3,-0.3,8,0
CCN1CCN(C(=O)c2ccc3c(=O)n(C4CCCC4)c(=S)[nH]c3c2)CC1,-0.6,3,0,-1.6,-0.9,-12,1.0,-0.9,1.9,2,-8
CC(C)(CNC(=O)C1CCN(S(=O)(=O)c2cc([N+](=O)[O-])ccc2Cl)CC1)N1CCOCC1,-0.2,1,1,-0.8,-2.4,1,-0.5,1.9,3.3,-5,2
COc1ccc(N(CC(=O)N2CCCC2)S(=O)(=O)c2ccc(NC(C)=O)cc2)cc1,-1.3,4,-2,-0.3,-0.6,-2,-0.5,-2.1,1.2,2,-3
O=C(NC1(C(F)(F)F)NC(=O)N(Cc2cccnc2)C1=O)c1ccccc1Cl (stereo not given),0.6,-3,3,-0.9,-0.9,3,0.1,0.1,-2.1,1,2
Cc1ccccc1NC(=O)CSc1nc2ccccc2c(=O)n1CC1CCCO1 (stereo not given),-0.4,1,0,-0.8,0.1,6,-0.5,-1.6,0.9,6,-1
CCCCc1c(-c2ccccc2OC)ncn1C1CCCC1,.,4,0,-1.3,-1.6,-16,-1.0,1.8,.,-20,-20
Cc1ccc(S(=O)(=O)N2CCOCC2)cc1NC(=O)COC(=O)CCC(=O)c1ccc(F)cc1,-1.4,-3,2,-0.9,0.8,0,2.1,-0.1,1.0,-11,1
CCN(CC)C(=O)c1csc([C@@H]2O[C@H](CO)[C@H](O)[C@H](O)[C@H]2O)n1,.,-15,-5,-0.6,-0.4,-7,-0.5,2.1,-0.5,17,-3
CCOc1ccccc1N1CCN(C(=O)[C@@H]2CCCN2C2=NS(=O)(=O)c3ccccc32)CC1,-1.0,-11,-2,-1.3,-0.3,4,-2.9,-0.7,-0.1,8,0
C(#Cc1c(-c2ccsc2)sc2ccccc12)c1ccsc1,0.2,-14,1,-0.8,1.4,-1,-0.7,1.4,0.7,2,2
Cc1ccc(S(=O)(=O)N2CCOCC2)cc1C(=O)N1CCC(Cc2ccccc2)CC1,-0.2,10,7,-0.8,-2.7,-3,-0.3,0.0,0.8,-7,-2
COCc1c(C(=O)N/N=C/c2c[nH]c3ccccc23)nnn1-c1nonc1N,1.0,-4,-1,-0.7,2.4,0,-0.2,1.6,-0.7,-9,6
Cc1ccc(C)c(S(=O)(=O)N/N=C/c2ccc(F)cc2)c1,-1.6,-1,-4,-1.6,2.4,-1,0.3,2.1,0.3,9,1
Cc1ccc(C)c(N(C(=O)c2ccco2)C(C(=O)NC2CCCC2)c2ccco2)c1 (stereo not given),0.9,0,-2,-1.1,-2.6,-6,0.1,-2.5,1.3,-8,-6
COc1ccc(/C=N/NC2=NS(=O)(=O)c3ccccc32)cc1OC(C)=O,-0.5,13,1,-0.8,0.2,0,0.0,-0.2,0.8,-2,-2
O=C1/C(=C\c2ccccc2)CN(C(=O)CCN2CCCCC2)C/C1=C/c1ccccc1,-6.0,-1,-12,-2.2,-4.0,-2,-4.9,-10,-15,-19,12
O=C(CSc1nccn1-c1cccc(Cl)c1)NC1CCCC1,-0.8,1,0,-1.2,-1.8,-3,-1.6,0.3,-2.7,-5,-1
COc1ccccc1CN1CCNC(=O)C1CC(=O)N(C)Cc1ccon1 (stereo not given),-0.3,-8,0,-0.8,0.2,6,1.0,3.1,2.6,-2,2
CCc1cccc(CC)c1-n1c(SCn2nnc3ccccc3c2=O)nnc1-c1cccnc1,-0.1,5,1,-1.4,-1.1,-20,0.0,-1.3,0.9,-9,-31
Cc1cc(Sc2nnc(/N=C/N(C)C)s2)c2ccccc2n1,.,4,-5,-1.4,-1.0,-1,1.6,8.8,-9.9,1,-1
O=C(c1ccccc1Cl)N(Cc1ccc(Br)cc1)N1C(=O)CCC1=O,0.3,4,-3,-1.7,-1.4,3,-0.3,0.2,-0.7,-7,3
Cc1cc2occ(CC(=O)Nc3nccs3)c2cc1C(C)C,-0.9,2,-5,-1.3,-1.9,-2,-0.9,1.1,0.0,0,-4
COC(=O)c1ccc(C23CC4(C2)[C@H](CN(C)[C@@H]4c2ccccc2)C3c2ccccc2)cc1 (stereo not given in full),0.6,-2,0,-0.4,1.5,-2,0.8,-0.1,-0.3,6,0
Cc1cc(N2CCN(CC(C)(C)O)C[C@@H]2C)ccc1N1CCN(CC(C)(C)O)[C@H](C)C1,.,-3,-2,-1.2,-2.6,-4,1.0,-6.0,.,10,2
COc1ccc(OCC(=O)N/N=C2\CCCCc3ccccc32)cc1,0.1,2,-2,-0.7,-2.7,-1,-1.2,-0.7,1.0,0,-2
Cc1[nH]nc(N=CC2=C(O)CC(c3ccco3)CC2=O)c1-c1ccccc1 (stereo not given),-0.5&-0.2,-11&-6,-1&3,-0.9&-1.2,0.2&-0.9,-2&-3,0.4&0.0,1.1&2.0,1.0&2.3,-7&-7,-4&0
CCN(CC)CCN1C(=O)C(=O)/C(=C(/O)c2c(C)[nH]c(C(=O)OC)c2C)C1c1cccnc1 (stereo not given),0.4,-2,-2,-0.7,-2.3,-1,-0.4,1.6,-2.5,3,5
O=C(NCc1ccccn1)c1ccc(=O)oc1,-2.0,-83,-1,-1.0,-0.8,-1,-0.8,1.3,1.1,6,-1
FC(F)(F)c1cccc(NC(=S)Nc2ccc(Cl)c(Cl)c2)c1,.,-2,0,-0.2,2.2,0,1.2,5.6,1.4,-9,1
COc1ccc(-c2noc(CNS(=O)(=O)c3ccccc3)n2)cc1,-0.9,1,-1,-1.1,-0.4,-1,2.7,0.3,-0.7,-8,3
Cc1ccc2ccc(S(=O)(=O)NCc3ccco3)cc2c1,0.1,17,-1,-1.0,-0.7,4,0.5,-1.0,0.0,-25,-4
CSCCC(NC(=O)c1ccccc1)C(=O)Nc1ccc(NC(C)=O)cc1 (stereo not given),.,7,-1,-1.1,0.0,0,0.1,-2.7,.,8,-7
CN(C)S(=O)(=O)c1ccc(N2CCCC2)c(C(=O)NNC(=O)COc2ccccc2Cl)c1,1.8,-10,0,-0.6,-0.6,3,-0.8,-1.9,-0.7,-12,-1
COc1cccc(CN2CC(C(=O)NCCCn3ccnc3C)CCC2=O)c1 (stereo not given),0.6,7,-2,-1.1,0.0,-1,-0.2,1.4,0.5,12,5
CCN(CC)C(=O)C1=C(C)N(CCCOC)C(=O)C(CC(=O)NC2CC2)C1 (stereo not given),-0.1,0,-6,-0.4,0.1,-4,1.0,-0.2,-1.4,-3,1
COc1ccc(Cl)cc1C(=O)Nc1ccc(NC(=O)c2ccco2)cc1,-2.4,-258,0,-2.1,-3.4,-6,-0.9,-3.0,1.7,-12,3
CCc1ccc(NC(=O)Cn2nnc(C(=O)NCc3ccc4c(c3)OCO4)c2N)cc1,0.3,2,-1,-0.5,-3.0,-1,-1.3,-0.2,0.6,-2,2
Fc1ccc(-c2nnc3ccc(N4CCCC4)nn23)cc1,-1.2,-5,-2,-1.6,-1.6,2,-1.5,-5.2,1.9,-6,5
COc1cccc(NC(=O)c2ncc(Cl)c(Cl)c2Cl)c1,0.3,-1,8.7*,-1.9,3.3,-1,0.3,11*,1.3,-2,6
CN(C)CCCN(C(=O)c1ccc(S(=O)(=O)N2CCCCC2)cc1)c1nc2cc3c(cc2s1)OCO3,0.9,5,-1,-0.7,0.7,-8,2.2,1.2,-0.1,-6,-6
COc1ccc(-c2ccc(C(C)=O)cc2)cc1[C@H]1[C@H]2C=CC[C@@H](C)[C@@H]2C(=O)N1Cc1ccccc1,1.7,-4,-1,-1.4,-0.6,-9,0.1,0.9,1.3,-4,-6
COc1[nH]c2ccc(F)cc2c1C(=O)OCC1CCN(CCNS(C)(=O)=O)CC1,1.7,-6,-4,-0.7,0.1,1,0.8,-0.7,2.3,-12,0
O=C(CSc1nnc(CNC(=O)c2cccs2)o1)Nc1ccccc1F,-0.6,0,0,0.3,-0.2,0,-0.1,2.7,2.4,2,2
